Source: PubChem (Southern Research Specialized Biocontainment Screening Center)
H1N1 NS1A inhibition: NS1A inhibition, H1N1 influenza, cell based functional assay (AID 504329). NS1A functional cell-based assay, percent inhibition; higher % means a stronger effect. inhibition, % at 12.5 µM; hits with a dose series show IC50 in µM. 340,000 compounds, 0.3% hits; in the data active means a potency from the dose series; inconclusive means inhibition above about 27% without an active follow-up result; further: strong numbers were not always called active
H37Rv inhibition: M. tuberculosis growth inhibition, HTS (AID 449762); one-dose inhibition, % at 25 µM; IC50 in µM for titrated hits; 330,000 compounds, 0.59% hits; M. tuberculosis H37Rv growth inhibition, 7H9 media; higher % means a stronger effect; in the data active means a potency from the dose series; inconclusive means inhibition above about 70% without an active follow-up result;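 further: bacterial growth assessed after seven days of incubation; strong numbers were not always called active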
Salmonella PhoP GFP: PhoP regulon inhibitors, Salmonella typhi PhoP promoter GFP reporter, confirmatory (AID 1850) | Salmonella Typhi PhoP-promoter GFP reporter, fluorescence, 4 h; higher % means a stronger effect | inhibition, % at 50 µM; hits with a dose series show IC50 in µM | 310,000 compounds, 0.33% hits; in the data active means a potency from the dose series; inconclusive means inhibition mostly from about 25% at the one dose, without a potency; inactive means the rest, 99 in 100 with inhibition below about 19%;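 further: 0% = induced wells with vehicle and 100% = uninduced wells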
inhibitors of VEEV: inhibitors of VEEV TC-83 cytopathic effect, confirmation, Vero cells (AID 588727). Vero cells, VEEV TC-83 cytopathic effect inhibition; higher % means a stronger effect. inhibition, % at 20 µM, or IC50 in µM where a hit was titrated. 350,000 compounds, 0.13% hits; in the data active means a potency from the dose series; inconclusive means inhibition mostly from about 14% at the one dose, without a potency; inactive means the rest, 99 in 100 with inhibition below about 12%; further: strong numbers were not always called active
tuberculosis growth: growth inhibition of non-replicating M. tuberculosis (AID 488890); Mycobacterium tuberculosis non-replicating, growth inhibition; higher % means a stronger effect; 320,000 compounds, 0.39% hits; inhibition, % at 25 µM; hits with a dose series show IC50 in µM; in the data active means a potency from the dose series; inconclusive means inhibition mostly from about 82% at the one dose, without a potency; inactive means the rest, 99 in 100 with inhibition below about 76%;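 further: plate controls were DMSO cells for no effect and high antibiotic wells for full effect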
inhibitors of VEEV 10K pilot screen: recorded beside inhibitors of VEEV, whose call it bears; inhibition, %; measured here: 10K pilot screen inhibition
* = called active by the depositor; i = inactive; u = inconclusive; x = not tested or not shown; & = joins results of further samples. No enrichment for hits (roughly 1.6% active in at least one column).

SMILES | H1N1 NS1A inhibition | H37Rv inhibition | Salmonella PhoP GFP | inhibitors of VEEV | tuberculosis growth | others
CC(C)Oc1ccccc1C(=O)NC(CO)C(=O)O (centres undefined) | -3% | -7% | 0% | 0.9% | -10% | inhibitors of VEEV 10K pilot screen=0.1
Cn1nccc1C(=O)Nc1cc(Cl)ccc1Cl | x | -9% | -2% | 11% | -10%
C/C(Cc1ccccc1)=N\NC(=O)c1cc(C(C)(C)C)[nH]n1 | 2% | 1% | -11% | 3.1% | -5%
Oc1cc2ccccc2cc1-c1n[nH]c(=S)n1Cc1ccco1 | 17% | 7% | -1% | 2.6% | 1%
O=C(Cc1ccccc1)c1ccc2c(c1)OCCO2 | -1% | 9% | -7% | 4.0% | 47%
CC(C)c1ccccc1NC(=O)COC(=O)Cc1ccsc1 | 5% | -2% | -11% | i | 38%
CCOc1ccccc1NC(=O)CSc1nnc(Cn2c(=O)sc3ccccc32)n1C | -6% | -3% | 5% | 1.5% | -16%
Cc1ccc(-c2cc(C(=O)OCC(=O)Nc3ncc(C(F)(F)F)cc3Cl)c3ccccc3n2)cc1 | -2% | 10% | -6% | 0.6% | -6%
Cc1ccc(C(=O)NNC(=O)C2CCCN(c3ncccn3)C2)cc1 (centres undefined) | -11% | 0% | -5% | 0.6% | -20%
CCOC(=O)C1C(=O)NC(SCC(=O)OC)=C(C#N)C1c1ccccc1OCC (centres undefined) | 2% | -2% | -4% | 2.0% | 2%
Cc1ccc(C(=O)Nc2ccc3c(c2)C(=O)N(C)C3=O)c(C)c1 | -2% | -7% | 3% | i | x
OC(COc1ccc(CN2CCSCC2)cc1)CN1CCCCC1 (centres undefined) | -9% | -2% | 2% | 0.9% | 4%

Structures shown so far with an NH in an aromatic ring:
SMILES | H1N1 NS1A inhibition | H37Rv inhibition | Salmonella PhoP GFP | inhibitors of VEEV | tuberculosis growth | others
C/C(Cc1ccccc1)=N\NC(=O)c1cc(C(C)(C)C)[nH]n1 | 2% | 1% | -11% | 3.1% | -5%
Oc1cc2ccccc2cc1-c1n[nH]c(=S)n1Cc1ccco1 | 17% | 7% | -1% | 2.6% | 1%

The list continues:
SMILES | H1N1 NS1A inhibition | H37Rv inhibition | Salmonella PhoP GFP | inhibitors of VEEV | tuberculosis growth | others
O=c1cc(-c2ccc([N+](=O)[O-])cc2)c2ccc(O)cc2o1 | 2% | -9% | -6% | 1.0% | -11%
Cc1csc(Sc2ccc(S(=O)(=O)N3CCCC3)cn2)n1 | 7% | -1% | -9% | 3.0% | 5%
O=C(C1CCCN1S(=O)(=O)c1cccc2cccnc12)N1CCc2ccccc2C1 (centres undefined) | 0% | 5% | -11% | 1.2% | x
OC(CCCCN1CCCCC1)c1ccccc1 (centres undefined) | -2% | -4% | 0% | i | 4%
Cc1cc(C)nc(-n2nc(C)cc2NC(=O)c2ccc(F)cc2F)n1 | -17% | 1% | -6% | 0.9% | 16%
O=C(CN1C2CCCC1CC(NC(=O)c1ccccc1)C2)Nc1ccccc1 (centres undefined) | -6% | 8% | -13% | 1.5% | 25%
CN1CCCC(OC(=O)CCCCC(=O)OC2CCCN(C)C2)C1 (centres undefined) | -4% | -8% | 10% | i | -12%
Cc1ccc(S(=O)(=O)NC(=O)NC(C)c2ccc(F)cc2)cc1 (centres undefined) | 9% | -2% | -13% | 0.9% | 6%
CCOc1cc([N+](=O)[O-])c2nc(N)sc2c1 | -4% | -6% | 15% | 1.0% | -10%
CN(C)C(CN1C(=O)C2CC=CCC2C1=O)c1cn(C)c2ccccc12 (centres undefined) | -2% | 2% | -26% | 1.3% | 26% | inhibitors of VEEV 10K pilot screen=1.0
COc1cccc2cc(C(=O)N3CCCc4ccccc43)oc12 | -4% | 13% | 1% | 6.1% | 35%
CNC(=O)Nc1ccc(C(O)(C(=O)OC)C(F)(F)F)cc1 (centres undefined) | -22% | -3% | 0% | 0.2% | -12%
CC1(c2ccccc2)NCCN2C(=O)CSC21 (centres undefined) | 4% | 2% | 7% | 1.2% | -7%
O=C(CN1C(=O)COc2ccccc21)c1ccc(Cl)cc1 | 5% | 29% | -8% | 6.7% | 33%
CNC(=O)CSc1nnnn1-c1ccc2c(c1)OCCO2 | 3% | -8% | 1% | 1.1% | -28%
O=C(CS(=O)(=O)c1c[nH]c2ccccc12)N1CCc2ccccc21 | 1% | 1% | -12% | 7.9% | x
CCCCC(=O)N1CC(=O)Nc2ccc(F)cc2C1c1ccc(F)cc1 (centres undefined) | -3% | 1% | -16% | 0.2% | -9%
C/C(=N\NC(=O)Cn1cnc2ccccc21)c1cccs1 | -6% | -4% | -4% | 1.1% | 6%
Cc1csc(=O)n1CCC(=O)OCC(=O)NNC(=O)c1ccc(Cl)cc1 | 8% | x | x | 0.7% | x
CCN(CC)C(=O)CSc1nc2c(sc(=S)n2CC)c(=O)n1-c1ccccc1 | 1% | -6% | 3% | 0.1% | 41%
CCC(=O)c1c(CC)c2n3c1CC[C@H]3CCC2 | 6% | -2% | -25% | i | 1%
Cc1cc(C)cc(N(C(=O)c2csnn2)C(C(=O)NC2CCCCC2)c2ccccn2)c1 (centres undefined) | 11% | 4% | 5% | i | 11%
Cc1ccc(C(C(=O)NC2CCCC2)N(C(=O)Cc2cccs2)c2cccc(C)c2C)o1 (centres undefined) | 0% | -6% | 18% | i | 15%
Fc1cccc(CN2CCN(c3ccc(Cl)cc3)CC2)c1 | 26% | 10% | -5% | i | 34%
C=CCOc1ccc(CNn2cn[nH]c2=S)cc1OCC | 0% | -6% | -2% | 2.2% | 3%
CS(=O)(=O)Nc1cccc(C2=NN(C(=O)CCCC(=O)O)C(c3cccs3)C2)c1 (centres undefined) | -6% | 3% | 0% | 0.5% | 3%
Cc1ccc(Cl)cc1N1CCN(C(=O)C(C)n2ncn3cccc3c2=O)CC1 (centres undefined) | 9% | 4% | -8% | 12% | 23%
CSc1nnc(SCc2nc3sc(C(=O)O)c(C)c3c(=O)[nH]2)s1 | 14% | -3% | 18% | 1.0% | -7%
Cc1ccccc1-n1c(C)nnc1SC(C)C(=O)NCC1CCCO1 (centres undefined) | -5% | -5% | x | i | 12%
CN(C)c1cccc(C(=O)OCC(=O)Nc2nccs2)c1 | 0% | 13% | -9% | 0.8% | -10%
CCOc1ccc2nc(SCC3CC3(Cl)Cl)[nH]c2c1 (centres undefined) | -4% | -5% | 8% | 0.1% | 61%
COc1ccc(-c2noc(N3CCC(C(=O)Nc4ccccc4F)CC3)n2)cc1 | -8% | -7% | -6% | 0.4% | -11% | inhibitors of VEEV 10K pilot screen=0.3
CC1Cc2ccccc2N1C(=O)CN1C(=O)NC(C)(c2ccc3c(c2)OCCO3)C1=O (centres undefined) | -3% | -17% | 4% | i | 22%
O=C(Nc1ccccc1F)c1ccc(Cn2cc(Cl)cn2)cc1 | 5% | 5% | -8% | i | 69%
Cc1cccc(C(=O)N=C2SC3CS(=O)(=O)CC3N2c2ccccc2)c1 (centres undefined) | -7% | x | x | 1.1% | x
Cc1cccc(NC(=O)C2CCN(C(=O)c3ccc(Cl)cc3)CC2)n1 | -16% | -1% | 2% | 4.0% | 8%
CC1(C)CC2CC(C)(CN2C(=O)COC(=O)CNC(=O)c2ccc(Cl)c(Cl)c2)C1 (centres undefined) | 10% | -6% | 0% | 0.4% | -3%
Cc1ccc(NC(=S)N(CCN(C)C)C(C)c2ccco2)cc1C (centres undefined) | -7% | -23% | -8% | 1.9% | 12%
CC(C)(C)NC(=O)C[C@H]1C[C@H](C(=O)N2CCOCC2)[C@@]2(CCC3CCCC3)c3[nH]c4cc(-c5ccco5)ccc4c3CCN2C1=O | -7% | x | x | 1.7% | x
O=C(c1ccccc1)C(Cc1ccccc1)N1CCOCC1 (centres undefined) | 3% | x | x | i | x
CSCCC(NC(=O)c1ccc(Cl)cc1)C(=O)OCC(=O)N1CCCC1=O (centres undefined) | -13% | 3% | 4% | 2.2% | -13%
CCOc1ccc(CC(=O)N2CCN(c3ccc(N4CCOCC4)nn3)CC2)cc1OCC | 4% | -7% | -6% | 3.2% | -5%
COc1ccc(-c2nc3ncnn3cc2C)cc1F | -4% | 2% | 8% | 0.4% | -2%
COc1ccc(-c2nc3ccc(C(=O)NCC(OC)OC)cc3nc2-c2ccc(OC)c(OC)c2)cc1OC | -22% | 11% | 4% | 5.6% | -1%
C/C=C/C(=O)OCC(=O)Nc1cccc(Br)c1 | -6% | 1% | 17% | 0.5% | -6%
CSc1ccccc1C(=O)Nc1ccc(S(=O)(=O)NC2=NCCCCC2)cc1 | -5% | -6% | x | 3.7% | 4%
COc1ccc(NC(=O)COc2ccc(/C=N/n3c(C)nnc3C)cc2OC)cc1 | -11% | 0% | 0% | 13% | 2%
COc1ccc(CCNC(=O)CCOc2cc(C)ccc2C)cc1OC | -5% | 12% | -8% | 7.7% | 0%
C=CCn1c(O)c(C(C)=Nc2ccc(NC(C)=O)cc2)c(=O)[nH]c1=O | -11% | -6% | -8% | 0.6% | x
CCN(CC)C(=O)C(Sc1nnnn1-c1ccc(O)cc1)c1ccccc1 (centres undefined) | 5% | -9% | 8% | 0.3% | 1%
CC(C)(C)N(Cc1ccc2c(c1)OCO2)C(=O)/C=C\S(=O)c1ccccc1 (centres undefined) | 1% | x | x | u | x
CCn1c(SCC(=O)Nc2ccc(NC(=O)c3cccs3)cc2)nnc1-c1cccnc1 | -1% | 1% | -3%&11% | 2.6% | -12%
Cc1cccc2cc(CN(Cc3cccnc3)C(=O)c3ccccc3F)c(Cl)nc12 | 6% | -6% | 0% | 6.2% | 69%
Cc1cccc(NC(=O)CO/N=C/c2ccc3c(c2)OCO3)c1 | -7% | -5% | 0% | 2.4% | i
O=C(CSc1nnc(CNC(=O)c2c(F)cccc2Cl)o1)NCCc1ccccc1 | 8% | 1% | 3% | 1.8% | u
CCOc1ccc(NS(=O)(=O)c2ccc(NC(=O)C3CCCO3)cc2)cc1 (centres undefined) | 3% | 5% | -1% | 0.0% | -1%
Cn1nc(C(=O)Nc2ccc(-n3cnnn3)cc2)c2ccccc2c1=O | -3% | 0% | x | 12% | -12%
OC(CN1CCN(c2ncc(C(F)(F)F)cc2Cl)CC1)c1ccccc1 (centres undefined) | -4% | 32% | -9% | 3.0% | 59%
O=C(Nc1cc(F)ccc1F)N1CCN(c2ccnc3cc(Cl)ccc23)CC1 | 17% | 15% | 7% | i | 26%
COC(=O)CCCn1nc(NC(=O)c2ccco2)cc1C | -27% | 1% | 15% | 2.4% | -18%
The results go on:
SMILES | H1N1 NS1A inhibition | H37Rv inhibition | Salmonella PhoP GFP | inhibitors of VEEV | tuberculosis growth | others
Cc1nc(SCC(=O)OCc2ccccc2)c2c(=O)n(C)c(=O)n(C)c2n1 | 0% | 4% | 3% | 1.2% | -11%
CCOc1nc(SCCOc2ccc(C)cc2)nc(N(C)C)n1 | 13% | 2% | 5% | i | 3%
COc1cccc(NC(=O)C(C)NS(=O)(=O)c2ccc(Br)cc2)c1 (centres undefined) | -4% | -4% | 1% | 1.8% | 6%
Cc1ccc(S(=O)(=O)NN/C(=N/S(=O)(=O)c2ccccc2)c2ccccc2)cc1 | -6% | -3% | -8% | 0.6% | 28%
CCN(CC)S(=O)(=O)c1cc(NS(=O)(=O)c2cc(Cl)ccc2Cl)ccc1C | 8% | -7% | -19% | 1.3% | 8% | inhibitors of VEEV 10K pilot screen=2.5
Cc1cc(C)nc(SCC(=O)Nc2ccccc2[N+](=O)[O-])n1 | -18% | 54% | -14% | i | 16%
Cc1cccc(C(=O)NNC(=O)c2ccccc2)c1 | -6% | -7% | -3% | 0.7% | -5%
O=C(CSc1nnc(-c2ccco2)n1Cc1ccccc1)c1ccc(F)cc1 | 3% | -3% | 0% | 0.3% | 32%
COCCCNC(=O)Cn1nc(-c2ccc(C)cc2)ccc1=O | -1% | 5% | -2% | i | -2%
CN(C)c1ccc(-c2nnc(-c3ccccc3F)o2)cc1 | 1% | 0% | -2% | 7.1% | 79%

Structures listed so far that have a tert-butyl group (3):
SMILES | H1N1 NS1A inhibition | H37Rv inhibition | Salmonella PhoP GFP | inhibitors of VEEV | tuberculosis growth | others
C/C(Cc1ccccc1)=N\NC(=O)c1cc(C(C)(C)C)[nH]n1 | 2% | 1% | -11% | 3.1% | -5%
CC(C)(C)NC(=O)C[C@H]1C[C@H](C(=O)N2CCOCC2)[C@@]2(CCC3CCCC3)c3[nH]c4cc(-c5ccco5)ccc4c3CCN2C1=O | -7% | x | x | 1.7% | x
CC(C)(C)N(Cc1ccc2c(c1)OCO2)C(=O)/C=C\S(=O)c1ccccc1 (centres undefined) | 1% | x | x | u | x
